From PubChem BioAssay
L3MBTL1 inh: L3MBTL1 (human) inhibition; Q9Y468; AlphaScreen L3MBTL1–H3K9me1 peptide binding; Potency, µM (titrated, usually from 57.1 µM), for inactives: at the highest dose activity, negative = inhibition, hits mostly inhibitors; 0.66% of 230,000 active; AID 485360; active = well fitted inhibition curve with a large enough effect; inconclusive = small, poorly fitted or top-dose-only effect; inactive = no such curve, though single readings can be large or run the other way; also: nearly all actives have a fitted effect of over 60% in size
Target sequence (Q9Y468 whole entry, looked up): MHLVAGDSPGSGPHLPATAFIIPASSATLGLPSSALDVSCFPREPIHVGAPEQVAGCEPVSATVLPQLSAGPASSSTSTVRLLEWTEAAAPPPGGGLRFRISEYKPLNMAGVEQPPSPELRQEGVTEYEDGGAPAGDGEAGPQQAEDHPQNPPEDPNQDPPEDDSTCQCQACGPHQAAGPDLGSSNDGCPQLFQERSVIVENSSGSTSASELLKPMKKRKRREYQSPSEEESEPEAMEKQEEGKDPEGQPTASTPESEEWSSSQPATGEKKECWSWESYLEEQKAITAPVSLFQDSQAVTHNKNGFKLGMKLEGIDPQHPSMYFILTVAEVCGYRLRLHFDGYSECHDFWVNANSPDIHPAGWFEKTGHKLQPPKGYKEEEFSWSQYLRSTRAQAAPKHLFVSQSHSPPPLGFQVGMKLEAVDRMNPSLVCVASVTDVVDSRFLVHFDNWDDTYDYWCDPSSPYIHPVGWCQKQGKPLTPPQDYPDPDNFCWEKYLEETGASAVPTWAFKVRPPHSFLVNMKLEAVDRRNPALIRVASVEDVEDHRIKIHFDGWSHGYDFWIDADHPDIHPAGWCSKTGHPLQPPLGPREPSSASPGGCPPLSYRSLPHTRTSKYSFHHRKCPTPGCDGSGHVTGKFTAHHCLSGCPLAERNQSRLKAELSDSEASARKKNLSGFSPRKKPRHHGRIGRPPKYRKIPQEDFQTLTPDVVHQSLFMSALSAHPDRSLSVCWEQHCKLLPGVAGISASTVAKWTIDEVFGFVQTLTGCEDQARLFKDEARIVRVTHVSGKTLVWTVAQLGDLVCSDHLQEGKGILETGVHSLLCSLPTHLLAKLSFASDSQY
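L3MBTL1 50 nM + b-AHA-H3(1-15)K9me1 75 nM, 30 min RT; compound added, 30 min RT; streptavidin donor/Ni-chelate acceptor beads 10 ug/mL each final, 30 min RT dark; AlphaScreen read.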
An asterisk follows results filed as active; [ ] = another dose, or the depositor's remark. % is scaled to controls: 0 for no effect and ±100 for the full control effect; potency is read from the fitted curve at half-maximal effect.

The first 4 records, ahead of the listing:
For CC(Sc1nc(N)cc(=O)[nH]1)C(=O)N1CCOCC1 (centres undefined) the results were L3MBTL1 inh 7%.
For CCOC(=O)c1cn2nc(SCc3ccccc3)nc2nc1C the results were L3MBTL1 inh 10%.
Screening N#Cc1ccccc1OCC(=O)Nc1nnc(C2CC2)s1 returned L3MBTL1 inh 3%.
Screening Cc1oc2cc3oc(=O)c(CCC(=O)NCc4ccccn4)c(C)c3cc2c1C returned L3MBTL1 inh 0%.

This part in full, from the first entry:
For CC(Sc1nc(N)cc(=O)[nH]1)C(=O)N1CCOCC1 (centres undefined) the results were L3MBTL1 inh 7%.
For CCOC(=O)c1cn2nc(SCc3ccccc3)nc2nc1C the results were L3MBTL1 inh 10%.
Screening N#Cc1ccccc1OCC(=O)Nc1nnc(C2CC2)s1 returned L3MBTL1 inh 3%.
Screening Cc1oc2cc3oc(=O)c(CCC(=O)NCc4ccccn4)c(C)c3cc2c1C returned L3MBTL1 inh 0%.
For CN(Cc1ccccc1)C(=O)CN1C(=O)c2ccccc2C1=O the results were L3MBTL1 inh -8%.
For Cc1cc(OCC(=O)OCC(=O)Nc2cccnc2Cl)ccc1Cl the results were L3MBTL1 inh 0%.
O=C(CN1CCc2ccccc2C1)Nc1ccccc1Cl was read as L3MBTL1 inh 41%[activator].
`COc1cccc(OC)c1C(=O)Nc1sc2c(c1C#N)CCC2` gave L3MBTL1 inh 24%.
Screening CC(=O)Nc1ccc(S(=O)(=O)Nc2ccccc2C(=O)N2CCCCCC2)cc1 returned L3MBTL1 inh -2%.
Screening COc1ccc2c3n([n+]([O-])c2c1)CCN=C3c1ccc(Cl)cc1 returned L3MBTL1 inh -8%.
Screening Cc1onc(-c2c(F)cccc2Cl)c1C(=O)NCc1ccccc1 returned L3MBTL1 inh -3%.
O=C(c1ccco1)N1CCN(Cc2cc(=O)c(OCc3cccc(F)c3)co2)CC1 was read as L3MBTL1 inh -7%.
`COc1ccc(/C=C/C(=O)Nc2cccc(S(=O)(=O)NC3=NCCCCC3)c2)c(OC)c1` gave L3MBTL1 inh -3%.
Cc1cc(NC(=O)c2cccs2)ncc1NC(=O)C(C)(C)C was read as L3MBTL1 inh 3%.
CC(C)(C)c1ccc(OCCCC(=O)NNC(=O)c2ccccc2O)cc1 was read as L3MBTL1 inh -3%.
Cc1cc(C(=O)NCC(=O)OCC(=O)NCC2CCCO2)ccc1[N+](=O)[O-] (centres undefined) was read as L3MBTL1 inh 5%.
COc1ccc(N2CCN(Cc3cc(=O)c(OCC(=O)NC4CCCC4)co3)CC2)cc1 was read as L3MBTL1 inh -1%.
For COc1ccc(/C=C/C(=O)OCC(=O)c2c[nH]c3ccccc23)cc1 the results were L3MBTL1 inh 3%.
C[C@H](CO)N1C[C@H](C)[C@@H](CN(C)Cc2ccc(Oc3ccccc3)cc2)Oc2c(NS(=O)(=O)c3cn(C)cn3)cccc2C1=O was read as L3MBTL1 inh 5%.
COCCn1c(SCC(=O)Nc2c(C)n(C)n(-c3ccccc3)c2=O)nc2ccccc2c1=O was read as L3MBTL1 inh 6%.
For CCN(Cc1ccccc1)C(=O)c1cc(S(=O)(=O)N2CCOCC2)cn1C the results were L3MBTL1 inh 45%[activator].
For CC(=O)Nc1ccc(NC(=O)CSc2nc3c(=O)n(C)c(=O)n(C)c3n2C)cc1 the results were L3MBTL1 inh 0%.
`COc1ccc(/[N+]([O-])=C/c2ccoc2)cc1` gave L3MBTL1 inh -7%.
`CC1CCCN(C(=O)COC(=O)CSc2ccc(C(N)=O)cc2[N+](=O)[O-])C1` (centres undefined) gave L3MBTL1 inh 2%.
Screening CC(C)NC(=O)c1ccc(NC(=O)CC2SC(N3CCCCC3)=NC2=O)cc1 (centres undefined) returned L3MBTL1 inh 4%.
O=C(NCc1ccc(F)cc1)N1CCN(C(=O)c2ccccc2)CC1 was read as L3MBTL1 inh 14%.
`CC(C)(C)c1ccc(C(=O)NCCC(=O)Nc2ccc3c(c2)OCCO3)cc1` gave L3MBTL1 inh -5%.
Screening COc1ccc(NC(=O)COC(=O)c2ccc(-n3cnnn3)cc2)cc1Cl returned L3MBTL1 inh 6%.
Screening Cc1ccccc1C(=O)NCCOc1ccccc1Cl returned L3MBTL1 inh 3%[2.29 µM].
CCOC(=O)C1=C(N)Oc2cc(O)ccc2C1c1ccc(C)cc1 (centres undefined) was read as L3MBTL1 inh -5%.
Screening CC1Nc2ncnc(N3CCN(c4ccccc4)CC3)c2N(Cc2ccc(Cl)cc2)C1=O (centres undefined) returned L3MBTL1 inh -7%.
COc1ccc(Cl)cc1S(=O)(=O)N1CCC(C(=O)NCc2ccccn2)CC1 was read as L3MBTL1 inh 0%.
For COc1ccc2nc(SCC(=O)NC(C)c3ccccc3)[nH]c2c1 (centres undefined) the results were L3MBTL1 inh 30%[activator].
For C=C[C@H](CC(C)C)N(Cc1ccccc1)S(=O)(=O)N(Cc1ccccc1)[C@@H](C=C)CC(C)C the results were L3MBTL1 inh 2%.
CN(C)C(=O)CCc1ccc2c3c([nH]c2c1)[C@]1(CCc2ccccc2)[C@@H](C(=O)N2CCCCC2)C[C@H](CC(=O)NCc2cccc(C(F)(F)F)c2)C(=O)N1CC3 was read as L3MBTL1 inh -21%.
CC(=O)c1c(C)[nH]c(C(=O)NNC(=O)c2ccc(C)cc2)c1C was read as L3MBTL1 inh -4%.
Cc1cc(NC(=O)CN(C)CC(=O)Nc2ccc(Cl)c(C(F)(F)F)c2)no1 was read as L3MBTL1 inh -5%.
COc1ccccc1CC(=O)NCCCc1ccccc1 was read as L3MBTL1 inh 4%[2.29 µM].
For COc1ccccc1N1CCC(N2CCN(CC(C)(C)C)C(CCO)C2)CC1 (centres undefined) the results were L3MBTL1 inh 5%.
Screening CCOc1ccc(C(=O)Nc2ccc(NC(=O)c3ccccc3)c(C)c2)cc1[N+](=O)[O-] returned L3MBTL1 inh 12%.
Screening CCOc1ccccc1NC(=O)CCc1nnc2ccc(N3CCC(C)CC3)nn12 returned L3MBTL1 inh -7%.
CC(c1nc2scc(-c3ccccc3)c2c(=O)[nH]1)N1CCN(CC(=O)NC2CC2)CC1 (centres undefined) was read as L3MBTL1 inh 8%.
For Cc1cc(C)c(NC(=O)CNC(=O)COC(=O)CN2C(=O)NC3(CCCC3)C2=O)c(C)c1 the results were L3MBTL1 inh -7%.
`Clc1cccc(-c2noc3ncnc(Nc4ccc5c(c4)OCO5)c23)c1` gave L3MBTL1 inh 6%.
`Cc1ccc(S(=O)(=O)NCCC(=O)NCc2ccc(Cl)cc2)cc1C` gave L3MBTL1 inh 5%.
For NS(=O)(=O)c1cccc(NC(=O)CN2CCN(S(=O)(=O)c3ccc4c(c3)OCCO4)CC2)c1 the results were L3MBTL1 inh 0%.
`C#CCN(CC=C)C(=O)c1ccc(OC2CCN(S(=O)(=O)N(C)C)CC2)cc1` gave L3MBTL1 inh 2%.
Screening COc1ccc(N2C(=O)C(Cl)=C(N3CCOCC3)C2=O)cc1 returned L3MBTL1 inh 29%.
Screening Cc1nnc(SCC(=O)Nc2cccnc2Cl)s1 returned L3MBTL1 inh 3%.
Screening C[C@@H]1CCCCCCCCC(=O)OCCN(C(=O)OC(C)(C)C)[C@H](C)CCCCCCCCC(=O)OCCN1C(=O)OC(C)(C)C returned L3MBTL1 inh 1%.
For Cn1cc(S(=O)(=O)NC2CCCCC2)c(=O)n(C)c1=O the results were L3MBTL1 inh 8%.
For Cc1ccc(S(=O)(=O)N(C)c2ccc(C(=O)NCC(c3ccco3)N(C)C)cc2)cc1 (centres undefined) the results were L3MBTL1 inh -9%.
Screening O=C1CSC(=S)N1c1cccc(F)c1 returned L3MBTL1 inh 52%[activator].
For Cc1c(C(=O)N2CCN(c3ncccn3)CC2)oc2c(Cl)cccc12 the results were L3MBTL1 inh 5%.
`O=C(COC(=O)c1ccc(F)c(S(=O)(=O)N2CCOCC2)c1)NCc1ccc2c(c1)OCO2` gave L3MBTL1 inh -4%.
Screening Cc1ccc(OCc2n[nH]c(=S)n2-c2ccc(Br)cc2)cc1 returned L3MBTL1 inh -9%[2.29 µM].
For O=C(CCNS(=O)(=O)c1ccccc1)NCC1CCCCC1 the results were L3MBTL1 inh 1%.
Screening COCCN(C(=O)C1=COCCO1)c1c(N)n(CC(C)C)c(=O)[nH]c1=O returned L3MBTL1 inh -3%.
O=C1C=C(c2cc(F)ccc2F)C[C@@H](c2ccc(Cl)cc2)C1 was read as L3MBTL1 inh 16%.
`Cc1ccsc1CN(C)CC(=O)Nc1cccc(S(=O)(=O)N(C)c2ccccc2)c1` gave L3MBTL1 inh 4%.
For CSCC[C@H](NC(=O)c1cccc(S(=O)(=O)N2CCCCCC2)c1)c1nc2ccccc2[nH]1 the results were L3MBTL1 inh -3%.
Screening N[C@@H](Cc1ccccc1)C(=O)N1CCOCC1 returned L3MBTL1 inh 4%.
For CC(C)C(=O)Nc1cc(-c2nc3ncccc3o2)ccc1Cl the results were L3MBTL1 inh 6%.
CCOC(=O)c1c(C)[nH]c(C(=O)COc2ccc3ccc(=O)oc3c2)c1C was read as L3MBTL1 inh inconclusive.
CCCN1C(=O)CC(=O)N=C1SCC(=O)Nc1ccccc1F was read as L3MBTL1 inh -1%.
Screening O=C(COc1ccccc1F)NCCc1ccc2c(c1)OCCO2 returned L3MBTL1 inh -1%.
O=C(Cc1ccccc1[N+](=O)[O-])NNC(=O)c1ccncc1 was read as L3MBTL1 inh -2%.
For O=C(NCCc1ccccn1)c1c(-c2ccsc2)sc2ccccc12 the results were L3MBTL1 inh 3%.
`CC(C)N(Cc1ccccc1)C(=O)CN1c2cccc3cccc(c23)S1(=O)=O` gave L3MBTL1 inh -6%.
`COc1ccc(S(=O)(=O)N(C)C[C@H]2Oc3c(NC(=O)NC4CCCCC4)cccc3C(=O)N([C@H](C)CO)C[C@@H]2C)cc1` gave L3MBTL1 inh -1%.
Cc1ccc(C(=O)OCC(=O)NCCc2ccccc2)cc1S(=O)(=O)N1CCOCC1 was read as L3MBTL1 inh 2%.
`Cc1nc([N+](=O)[O-])cn1CC(=O)Nc1ccc([N+](=O)[O-])cc1` gave L3MBTL1 inh 2%.
CN(C(=O)CCc1nc2ccccc2c(=O)[nH]1)C1CCS(=O)(=O)C1 (centres undefined) was read as L3MBTL1 inh -3%.
O=C(NCCN1CCOCC1)c1ccc(S(=O)(=O)Nc2ccccc2)cc1 was read as L3MBTL1 inh 5%.
For CCOC(=O)C1CCCN(C(=O)COc2ccc(S(=O)(=O)N3CCOCC3)cc2)C1 (centres undefined) the results were L3MBTL1 inh 9%.
For Cc1ccc(C(=O)Nc2ccccc2N2CCCC2)cc1 the results were L3MBTL1 inh 2%.
Screening CN(c1ccccc1)S(=O)(=O)c1cc(C(=O)N2CCN(c3ncccn3)CC2)ccc1Cl returned L3MBTL1 inh -5%.
O=[N+]([O-])c1ccccc1/C=N\Nc1nccs1 was read as L3MBTL1 inh -11%.
O=C(O)CCC(=O)Nc1cccc(-c2nc3ccccc3o2)c1 was read as L3MBTL1 inh 15%.
For O=C(COC(=O)/C=C/c1ccc2ccccc2n1)NNC(=O)c1ccc([N+](=O)[O-])cc1 the results were L3MBTL1 inh 7%.
CCCCNC(=O)CN(Cc1ccco1)S(=O)(=O)c1ccc(C(C)=O)cc1 was read as L3MBTL1 inh -5%.
Cc1cccc(NC(=O)CSCC(=O)Nc2ccccc2N2CCCCC2)c1 was read as L3MBTL1 inh 4%.
For Brc1ccc(OCCCCN2CCCCC2)cc1 the results were L3MBTL1 inh 56%[activator].
Screening COc1ccc(Cc2nnc(NC(=O)c3ccccc3C)s2)cc1 returned L3MBTL1 inh -2%.
For COc1ccc(OC)c(S(=O)(=O)N2CCN(C(=O)NC3CCCCC3)CC2)c1 the results were L3MBTL1 inh 0%.
Screening COc1ccc(Cc2nnc(SCC(=O)NC3(C#N)CCCCC3)n2N)cc1 returned L3MBTL1 inh 2%.
`Cc1ccccc1CN1[C@@H]2c3ccccc3C[C@@H]2OCCS1(=O)=O` gave L3MBTL1 inh -1%.
COCCn1c(C)cc(C(=O)COC(=O)CNC(=O)c2ccco2)c1C was read as L3MBTL1 inh 0%.
`O=C(CCNC(=O)c1ccccc1Cl)NCCC1=CCCCC1` gave L3MBTL1 inh 1%.
For CCOC(=O)c1c(CSc2ccccc2)n(C)c2cc(Br)c(OC)c(O)c12 the results were L3MBTL1 inh -7%.
Screening CC(=O)c1cccc(NC(=O)NC2CC(=O)N(c3ccc4c(c3)OCCO4)C2)c1 (centres undefined) returned L3MBTL1 inh -2%.
CCCCNC(=O)/C(=C/c1ccco1)NC(=O)c1ccco1 was read as L3MBTL1 inh 2%.
`COc1ccc(CCNC(=O)C2CCN(C(=O)c3ccc(C(C)(C)C)cc3)CC2)cc1` gave L3MBTL1 inh -3%.
For O=C(COC(=O)CNC(=O)C1CCCCC1)Nc1ccc(F)c([N+](=O)[O-])c1 the results were L3MBTL1 inh 4%.
For CC[C@@]1(C(=O)OC)N[C@H](CN(C)C(=O)c2ccc(C(C)(C)C)cc2)[C@@H]2C(=O)N(Cc3ccccc3)C(=O)[C@@H]21 the results were L3MBTL1 inh -6%.
COc1ccc(CNC(=O)c2cc(S(=O)(=O)N3CCOCC3)cn2C)cc1 was read as L3MBTL1 inh -2%.
NS(=O)(=O)c1ccc(CNC(=O)c2ccc(S(=O)(=O)NCc3ccco3)cc2)cc1 was read as L3MBTL1 inh -5%.
`O=C(Cc1ccc(Cl)cc1)Nc1ccc(Cl)cn1` gave L3MBTL1 inh -2%.

Of the compounds above, these have a cyano group.
Screening N#Cc1ccccc1OCC(=O)Nc1nnc(C2CC2)s1 returned L3MBTL1 inh 3%.
`COc1cccc(OC)c1C(=O)Nc1sc2c(c1C#N)CCC2` gave L3MBTL1 inh 24%.
Screening COc1ccc(Cc2nnc(SCC(=O)NC3(C#N)CCCCC3)n2N)cc1 returned L3MBTL1 inh 2%.

A portion of the library; the hit share may differ from the screen's.
